Hsp70 displacement: Hsp70 inhibitors, probe displacement, primary screen, biochemical, fluorescence polarization (AID 583). Hsp70 fluorescence polarization probe displacement, mP; higher % means a stronger effect. one-dose displacement, % at 20 µM; IC50 in µM for titrated hits. hit rate 0.06% among 140,000; in the data active = displacement above about 50%;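 note: plate controls were vehicle for no effect and reference ligand for full effect; a part of the inactive calls stands beside numbers as strong as those of hits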
Rat MKP-3 inhibitors: MKP-3 phosphatase inhibitors, primary screen, biochemical, rat enzyme, in vitro (AID 425) | inhibition, % at 20 µM, or IC50 in µM where a hit was titrated | hit rate 0.17% among 110,000 | recombinant MKP-3 phosphatase activity, fluorescence; higher % means a stronger effect; in the data active = inhibition above about 50%;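 note: plate controls were vehicle for no effect and reference inhibitor for full effect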
The depositor's hits bear a star; · = no result given; & = joins results of further samples. This is a subset (hit frequency here may not be typical).

Results follow in this order: Hsp70 displacement, Rat MKP-3 inhibitors
CC1(C)CC(=O)c2sc(NS(=O)(=O)Cc3ccccc3)nc2C1
  -4.4%, -3%
O=C(NCCCn1ccnc1)C(O)(c1ccccc1)c1ccccc1
  -2.8%, 1%
COc1ccc(OC)c(C(=O)CSc2nnc(-c3cccs3)n2C)c1
  0.6%, 4%
CCCS(=O)(=O)N1CCC(C(=O)NCCN2CCC(Cc3ccccc3)CC2)CC1
  -5.0%, -11%
COc1ccc(S(=O)(=O)NC2(C(F)(F)F)N=C3SCCN3C2=O)cc1 (stereo not given)
  -3.2%, -9%
COc1ccc(C(=O)Nc2cccc(NC(=O)c3ccc(F)cc3)c2)cc1Br
  -2.4%, -1%
CCOc1ccc(OCc2ccc(C(=O)O)o2)cc1
  4.8%, -4%
CCOc1ncccc1C(=O)N(C)CC1COc2ccccc2O1 (stereo not given)
  4.1%, ·
CC1(C)CC(=O)C2=C(C1)N(CC1CCCO1)C(=O)C2(NC(=O)c1cccnc1)C(F)(F)F (stereo not given)
  2.6%, -8%
CN1CCN(S(=O)(=O)c2ccc3c(c2)OCCO3)CC1
  8.1%, ·

Structures from the list above that contain fluorine, in the order listed:
Results follow in this order: Hsp70 displacement, Rat MKP-3 inhibitors
COc1ccc(S(=O)(=O)NC2(C(F)(F)F)N=C3SCCN3C2=O)cc1 (stereo not given)
  -3.2%, -9%
COc1ccc(C(=O)Nc2cccc(NC(=O)c3ccc(F)cc3)c2)cc1Br
  -2.4%, -1%
CC1(C)CC(=O)C2=C(C1)N(CC1CCCO1)C(=O)C2(NC(=O)c1cccnc1)C(F)(F)F (stereo not given)
  2.6%, -8%

Further compounds:
Results follow in this order: Hsp70 displacement, Rat MKP-3 inhibitors
CCOc1ccc(N2C(=O)CC(Sc3ncccn3)C2=O)cc1 (stereo not given)
  2.1%, -4%
O=C(NCc1ccco1)C1CCN(S(=O)(=O)Cc2ccccc2)CC1
  -1.9%, ·
COCCSc1ccccc1C(=O)Nc1ccc2c(c1)OCCO2
  -7.7%, ·
Cc1ccc(CS/C(Nc2ccccc2C)=C(\C#N)C(=O)NCc2ccco2)c(C)c1
  0.9%, ·
Cn1nc(OC(=O)Nc2ccc(F)cc2)cc1C(F)(F)F
  4.7%, ·
COc1cc(NC(=O)c2ccccc2)c(Cl)cc1NC(=O)c1ccc(Cl)c(Cl)c1
  -1.8%, 3%
O=C1C(Nc2ccccc2)=CC(c2ccc(F)cc2)N1c1ccccc1 (stereo not given)
  -0.7%, 5%
COC(=O)c1ccc(-c2ccc(/C=c3/sc4nc5ccccc5n4c3=O)o2)cc1
  -21%, 6%
CC(=O)c1ccc(N2CCN(c3ccc(C(F)(F)F)cn3)CC2)cc1
  -6.4%, -17%
CSc1nnc(-c2cnccn2)n1CCCN1CCCC1=O
  -1.0%, -1%

The list continues.
Results follow in this order: Hsp70 displacement, Rat MKP-3 inhibitors
Cc1nnc(-c2cnn(C)c2N)n1Cc1cccc(Cl)c1
  -4.2%, ·
O=C(O)C1CCN(C(=O)COc2ccc3c4c(c(=O)oc3c2)CCC4)CC1
  5.5%, 3%
Cc1ccc(C(=O)CC(=O)c2ccc(C(C)(C)C)cc2)c(O)c1
  -0.5%, 3%
CCOC(=O)CSc1nc2ccccc2c(=O)n1Cc1ccco1
  0.1%, 4%
Cc1ccc(C(=O)CC(C(=O)O)n2cccn2)cc1 (stereo not given)
  2.0%, -4%
Cc1cccc(OCC(=O)O/N=C(\N)c2ccccn2)c1C
  -7.5%, ·
O=S(=O)(/C=C/c1ccccc1)N1CCN(c2cccc(Cl)c2)CC1
  0.9%, ·
CC(=O)Nc1cccc(-c2nnc(-c3cccc(NC(C)=O)c3)o2)c1
  -2.7%, -1%
COC(=O)c1ccc(CSc2nnc(CNC(=O)COc3ccc(Cl)cc3)o2)o1
  ·, 2%
CCn1c2ccccc2c2cc(NC(=O)c3cccc(C)c3)ccc21
  -4.7%, -1%

Continued.
Results follow in this order: Hsp70 displacement, Rat MKP-3 inhibitors
COC(=O)c1ccccc1NC(=O)/C=C/c1cc(OC)c(OC)c(OC)c1
  -1.7%, ·
CCOC(=O)Cn1c(=O)oc2cc(S(=O)(=O)N(C)Cc3ccco3)ccc21
  4.0%, -13%
CC(C)CC(NC=C1C(=O)OC(C)(C)OC1=O)C(=O)O (stereo not given)
  2.0%, -1%
COc1ccc(S(=O)(=O)NCCC(=O)NCc2ccc(F)cc2)cc1
  4.7%, 0%
CC1Cc2ccccc2N1C(=O)C1CCCN(S(=O)(=O)c2cccc3nsnc23)C1 (stereo not given)
  4.9%, -10%
COC(=O)C1=C(C)N(C)C(C)=C(C(=O)OC)C1c1ccccc1Cl
  0.9%, 2%
Cc1ccc(C(C)C)c(OCC(=O)Nc2ccc(NC(=O)c3ccccc3Cl)cc2)c1
  -4.2%, 3%
Cc1ccc(N(CC(=O)Nc2ccc(Oc3ccccc3)cc2)S(C)(=O)=O)cc1Cl
  -6.0%, 3%
COC(=O)CN1C(=O)/C(=C\c2ccc(Br)cc2)SC1=S
  2.2%, 0%
CCn1cc(C(=O)NCC2CCCO2)c(=O)c2cc(S(=O)(=O)N3CCC(C)CC3)ccc21 (stereo not given)
  2.3%, 2%

Additional results
Results follow in this order: Hsp70 displacement, Rat MKP-3 inhibitors
O=c1oc2cc(Br)ccc2n1CSC1=NCCS1
  0.9%, 0%
CCOC(=O)CON1C(=O)C(C)(C)N(OCC(=O)OCC)C(=O)C1(C)C
  15%, 6%
C=CCNc1nc2c(c(=O)n(C)c(=O)n2C)n1CCCCCC
  -1.9%, -6%
COc1cccc(-n2c(SCC(=O)NC3CCCC3)nnc2-c2ccco2)c1
  -0.2%, ·
CC(C)(C)NC(=O)C1CCN(S(=O)(=O)c2ccc(Br)cc2)CC1
  3.5%, -4%
CC1=C(C#N)C(Nc2cccc(C)n2)(C(F)(F)F)C(=O)N1 (stereo not given)
  -0.4%, -4%
COc1cc2nc(=S)n3[nH]c(CCn4c(C)nc5ccccc54)nc3c2cc1OC
  11%, 0%
C/C=N/N=C1/NC(=O)C(CC(=O)Nc2ccc(Cl)c(Cl)c2)S1 (stereo not given)
  -0.6%, -5%
CCc1nnc(NC(=O)CCC(=O)Nc2ccccc2)s1
  0.4%, -2%
CC(=O)NS(=O)(=O)c1ccc(NC(=O)c2c(C)c(-c3ccccc3)nc3ccccc23)cc1
  3.0%, 0%

The list continues.
Results follow in this order: Hsp70 displacement, Rat MKP-3 inhibitors
COCCN(CC(=O)NCc1ccc2c(c1)OCO2)C(=O)CCC(=O)Nc1nccs1
  4.9%, ·
O=C(c1ccccc1)c1ccc(OCCCCN2CCCCC2)cc1
  -0.1%, ·
Cc1ccc(CNC(=O)c2ccccc2NC(=O)CSc2nnnn2C)cc1
  -1.1%, ·
CCOC(=O)N1CCN(S(=O)(=O)c2c(C)cc(C)cc2C)CC1
  0.0%, -2%
CCC1=NN2C(=N)/C(=C/c3ccc(OCc4ccc(Br)cc4)c(OC)c3)C(=O)N=C2S1
  3.6%, 1%
O=C(N/N=C\c1cc([N+](=O)[O-])ccc1N1CCOCC1)c1ccccn1
  8.1%, -2%
COc1ccc(N2C(=O)C3C4c5ccccc5C(C)(c5ccccc54)C3C2=O)cc1 (stereo not given)
  -4.9%, -1%
Cc1cc(NS(=O)(=O)Cc2ccccc2)cc(C)c1OCC(=O)N1CCOCC1
  5.9%, -3%
CCc1nc(SCC(=O)Nc2ccccc2C(=O)OC)n[nH]1
  5.2%, -1%
CC(=O)C1=C(O)CC(C)(C)CC1=Nc1ccc(N)cc1
  -0.7%, 1%

Later entries:
Results follow in this order: Hsp70 displacement, Rat MKP-3 inhibitors
Cc1ccc(-n2nc(C)c3c2OC(N)=C(C#N)C3c2ccc(C)o2)cc1 (stereo not given)
  1.9%, ·
COc1cc(OC)cc(C(=O)NC2CCN(Cc3nnnn3Cc3cccs3)CC2)c1
  6.0%, -2%
COc1ccc(-c2cc(=O)oc3c(C)c(O)c(CN(C)C)cc23)cc1
  7.0%, -8%
CC(C)=C1SC(N2CCN(Cc3ccccc3)CC2)=NC1=O
  -3.1%, -15%
CCOC(=O)c1cnc2c(-c3ccccc3)c(C)nn2c1C
  4.3%, 0%
O=C(c1ccc2c(c1)C(=O)N(c1ccc(Cl)cc1)C2=O)N1CCN(c2ccccn2)CC1
  4.7%, -4%
Cc1nnc(NC(=O)c2oc3cc(C)c(C)cc3c2C)s1
  -0.7%, 3%
COc1ccc(CCN2C(=O)c3cccnc3C2=O)cc1OC
  0.7%, 2%
O=C(CCC1COc2ccccc2O1)Nc1ccccn1 (stereo not given)
  -3.1%, -12%
COc1cc(Cl)c(C)cc1NC(=O)CSc1nnc(-c2cccnc2)n1Cc1ccco1
  -1.6%, 1%

(list continues)
Results follow in this order: Hsp70 displacement, Rat MKP-3 inhibitors
Cc1ccc(N2CCN(S(=O)(=O)c3ccc(C)cc3)CC2)cc1
  1.6%, 1%
CCCN(CCC)C(=O)c1cnn(-c2ccccc2)c1NC(=O)c1cccc(F)c1
  1.6%, -1%
CCOc1cc(C(=O)NCc2ccco2)cc(OCC)c1OCC
  2.5%, 0%
Cn1c2c(c(=O)n(C)c1=O)CN(CCc1ccccc1)CN2
  -3.5%, ·
C/C(=N\N1C(=O)c2ccccc2C1=O)c1cccc([N+](=O)[O-])c1
  0.2%, 4%
CCN(CC)Cc1nc2c(c(=O)[nH]1)C1(CCCCC1)Cc1ccccc1-2
  -1.9%, -6%
Cc1cc(C)c(NC(=O)OCCN2CCOCC2)c(C)c1
  -2.3%, 19%
CC(C)C(NC(=O)C1CCC(C(C)(C)C)CC1)C(=O)NCc1cccnc1 (stereo not given)
  0.7%, ·
Cn1c(=O)n(Cc2ccc(F)cc2)c(=O)c2c1nc1n2CCCN1C1CCCCC1
  7.0%, -4%
Cc1cccc(C(=O)NNC(=O)c2ccc(Cl)cc2)c1O
  -1.5%, 3%

Complete entries, looked up by structure:
Cn1c(=O)n(Cc2ccc(F)cc2)c(=O)c2c1nc1n2CCCN1C1CCCCC1 is entered as Hsp70 displacement: 7.0%; Rat MKP-3 inhibitors: -4%
C/C(=N\N1C(=O)c2ccccc2C1=O)c1cccc([N+](=O)[O-])c1 is entered as Hsp70 displacement: 0.2%; Rat MKP-3 inhibitors: 4%

The listing continues:
Results follow in this order: Hsp70 displacement, Rat MKP-3 inhibitors
O=C(COc1ccccc1)Nc1cc(C(F)(F)F)cc(C(F)(F)F)c1
  0.9%, 3%
CCCCc1cc(=O)oc2c(CN3CCCC3)c(O)c(Cl)cc12
  9.7%, -7%
COc1cc(OC)cc(-c2nc3nc(C)c(CCC(=O)NCc4ccco4)c(C)n3n2)c1
  1.3%, 1%
CC1C(=O)C(C)C(c2ccc3c(c2)OCO3)NC1c1ccc2c(c1)OCO2 (stereo not given)
  -4.4%&1.5%, -6%&4%
CCOC(=O)C1CCCN(c2nc3ccccc3nc2C(C#N)C(=O)OCC)C1 (stereo not given)
  -134%, -7%
N#C/C=C\Oc1ccc(Cl)cc1N
  1.9%, -10%
c1coc(-c2nc3c4c5c(sc4ncn3n2)CCCC5)c1
  0.0%, 2%
Cc1ccc(-c2nc3ccccn3c2NC(=O)c2ccco2)cc1
  2.0%&-5.4%, 6%
O=C(NC1CCS(=O)(=O)C1)c1cnccn1 (stereo not given)
  0.4%, 2%
CCOC(=O)c1cnc(SC2CC(=O)N(c3cccc(OC)c3)C2=O)nc1N (stereo not given)
  -3.1%, -7%

Next compounds follow.
Results follow in this order: Hsp70 displacement, Rat MKP-3 inhibitors
O=C(COc1cccc(C(F)(F)F)c1)Nc1ccc(S(=O)(=O)N2CCCC2)cc1
  3.7%, -7%
O=C(CS(=O)(=O)Cc1ccccc1)N1CCN(C(=O)c2ccco2)CC1
  3.3%, 4%
CC(C)CCN1C(=O)CCC1(C)C(=O)NC1CCCCCCC1 (stereo not given)
  -2.4%, ·
O=S(=O)(c1ccc(Cl)cc1)N1CCN(Cc2c[nH]c3ccccc23)CC1
  2.0%, ·
CCOC(=O)C(NC(C)=O)C(=O)O (stereo not given)
  0.4%, ·
CSc1ccccc1NC(=O)CN(c1cc(C)cc(C)c1)S(C)(=O)=O
  1.2%, -7%
CCOC(=O)N1CCN(C(=O)C(NC(=O)C2CCC(C)CC2)C(C)C)CC1 (stereo not given)
  -4.6%, -3%
CC(=O)Nc1ccc(OC(=O)c2cccs2)cc1
  3.0%, -11%
O=C(CN1CCCC1)Nc1ccc(NC(=O)Nc2ccccc2Cl)cc1
  -3.8%, -4%
CCN(CC)CCCN1C(=O)C(=O)/C(=C(/O)c2c(C)nc3ccccn23)C1c1ccc(C)o1 (stereo not given)
  -2.7%, -8%

Going on with the list.
Results follow in this order: Hsp70 displacement, Rat MKP-3 inhibitors
CC(OC(=O)c1nsc(Cl)c1Cl)C(=O)NCc1cccs1 (stereo not given)
  -2.3%, -1%
O=C(COC(=O)c1ccccc1)NCC1CCCO1 (stereo not given)
  7.8%, -8%
Cc1cc(NC(=O)CSc2nnc(COc3ccccc3)n2Cc2ccco2)no1
  -4.4%, -2%
N/C(=N\OC(=O)c1cccc(Br)c1)c1cccnc1
  1.1%, -3%
CC(=O)Oc1cccc(N2C(=O)c3ccc(C(=O)Nc4cccc(C(=O)NCC(C)C)c4)cc3C2=O)c1
  -6.1%, -5%
CCCCNCCCCOc1ccccc1Cl
  -1.6%, 0%
Cn1c(=O)c2c(nc(N3CCOCC3)n2CCCNC2=NCCCCC2)n(C)c1=O
  0.4%, ·

Reprinted at random: six entries already listed.
Results follow in this order: Hsp70 displacement, Rat MKP-3 inhibitors
CC(=O)Oc1cccc(N2C(=O)c3ccc(C(=O)Nc4cccc(C(=O)NCC(C)C)c4)cc3C2=O)c1
  -6.1%, -5%
CCCCNCCCCOc1ccccc1Cl
  -1.6%, 0%
O=C(COC(=O)c1ccccc1)NCC1CCCO1 (stereo not given)
  7.8%, -8%
Cn1c(=O)c2c(nc(N3CCOCC3)n2CCCNC2=NCCCCC2)n(C)c1=O
  0.4%, ·
N/C(=N\OC(=O)c1cccc(Br)c1)c1cccnc1
  1.1%, -3%
Cc1cc(NC(=O)CSc2nnc(COc3ccccc3)n2Cc2ccco2)no1
  -4.4%, -2%
